hgDAF12 agonist = activates the H. glycines DAF-12 receptor ligand-binding domain. HEK293 GAL4-hgDAF12 UAS-luciferase reporter, agonist luminescence; normalized to butyrate control. AID 687014. hit rate 1.8% among 370,000. activation, % at 6.8 µM;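 active = activation above a cutoff set at the mean of all screened compounds plus 3 SD, cut at about 10% in these data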;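 also: 0% = DMSO wells and 100% = sodium butyrate wells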
Rev-erbA mod = modulates human Rev-erb alpha binding to DNA; P20393; Rev-erbα–FITC-DNA binding, fluorescence polarization, 90 min; activity, % at 10 µM; hit rate 0.79% among 370,000; AID 1259318;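 active = activity above about 14%, limit read from the data; passing the limit was not always enough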;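 also: 0% = DMSO wells with 35 nM protein and 100% = DMSO wells with 750 nM protein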
Target sequence (P20393 whole entry, looked up): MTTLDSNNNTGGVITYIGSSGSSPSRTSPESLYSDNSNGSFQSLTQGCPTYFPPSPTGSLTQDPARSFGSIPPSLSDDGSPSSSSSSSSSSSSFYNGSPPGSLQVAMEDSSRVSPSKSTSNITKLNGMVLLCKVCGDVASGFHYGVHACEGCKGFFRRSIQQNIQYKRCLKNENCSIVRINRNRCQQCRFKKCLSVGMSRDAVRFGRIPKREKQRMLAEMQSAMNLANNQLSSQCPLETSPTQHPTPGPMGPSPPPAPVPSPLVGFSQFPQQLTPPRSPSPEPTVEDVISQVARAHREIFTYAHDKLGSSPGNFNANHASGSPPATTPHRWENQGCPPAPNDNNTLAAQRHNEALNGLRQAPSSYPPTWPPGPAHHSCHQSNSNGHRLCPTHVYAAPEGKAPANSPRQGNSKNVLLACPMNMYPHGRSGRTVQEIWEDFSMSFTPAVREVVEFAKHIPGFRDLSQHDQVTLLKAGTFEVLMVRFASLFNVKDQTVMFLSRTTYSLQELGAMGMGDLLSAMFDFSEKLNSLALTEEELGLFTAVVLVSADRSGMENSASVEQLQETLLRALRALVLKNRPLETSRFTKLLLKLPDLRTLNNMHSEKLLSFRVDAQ
SMARCA2 activ = increases SMARCA2 function in MMTV reporter cells; MG213 cells, MMTV-luciferase reporter, dexamethasone, overnight; activation, % at 9.1 µM; hit rate 1% among 370,000; AID 652017; in the data active = activation above about 7.8%;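 also: 0% = vehicle wells and 100% = reference activator wells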
ssDAF12 agonist = activates DAF-12 receptor from parasite S. stercoralis. HEK293 ssDAF-12/GRIP1 lit1-tk-luc reporter, luminescence; % of 3 µM dafachronic acid response. activation, % at 6.8 µM. hit rate 1% among 370,000. AID 652126;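 active = activation above the mean over all tested compounds plus 3 SD, cut at about 0.9% in these data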;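 also: 0% = DMSO-only wells and 100% = 3 µM delta7-dafachronic acid wells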
DAX1 inh-1 = inhibitors of human orphan nuclear receptor DAX1 (NR0B1); inhibition, % at 6.75 µM; P51843; HEK293 Gal4-DAX1 luciferase reporter, luminescence; AID 504766; hit rate 0.99% among 340,000;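 active = inhibition above the mean over all tested compounds plus 3 SD, cut at about 4.2% in these data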;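 also: 0% = DAX1-transfected cells with DMSO and 100% = empty-vector control cells with DMSO; inhibition shows as a rise in luminescence from relieved DAX1 repression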
ADAM17 inh = ADAM17 inhibition, QFRET primary screen | P78536 | recombinant ADAM17, EDANS/DABCYL FRET peptide cleavage | inhibition, % at 6.95 µM | hit rate 0.83% among 370,000 | AID 720648;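 active = inhibition above the mean of compounds lying between control limits plus 3 SD, set per campaign, cut at about 8.5% in these data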;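 also: 0% = DMSO-only wells as the low control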
PLC-gamma1 inh = PLC-gamma1 (human) inhibition, primary screen; P19174; purified PLC-gamma1, fluorogenic substrate, fluorescence; inhibition, % at 12.2 µM; hit rate 0.84% among 370,000; AID 720700; in the data active = inhibition above about 9.5%
DAX1 inh-2 = DAX1 (NR0B1) inhibition, primary screen | hit rate 1.1% among 370,000 | AID 652010 | inhibition, % at 6.8 µM | HEK293T StAR-luciferase reporter, SF-1/DAX-1 repression relief;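 active = inhibition above the mean over all tested compounds plus 3 SD, cut at about 3.6% in these data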;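 also: 0% = DAX-1 cells with DMSO and 100% = cells lacking DAX-1 with DMSO; higher inhibition means more luminescence from relief of DAX-1 repression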
hcDAF-12 act = activates DAF-12 receptor from parasite H. contortus; hit rate 1.4% among 370,000; HEK293 hcDAF-12 lit1-tk-luc reporter, luminescence; 0% DMSO, 100% Δ7-dafachronic acid; activation, % at 6.8 µM;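 active = activation above the mean of all tested compounds plus 3 SD, cut at about 5.5% in these data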;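 also: 100% = response to 3 µM Δ7-dafachronic acid high control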
PLCb3 inh = PLC-beta3 (human) inhibition, primary screen; hit rate 0.18% among 370,000; inhibition, % at 12.2 µM; Purified PLC-beta3, fluorogenic substrate, fluorescence; in the data active = inhibition above about 11%;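 also: 0% = median of compound wells on plate and 100% = full blocker control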
MBD2 inh = MBD2-methylated oligo binding inhibition. TR-FRET, MBD2 binding to methylated oligonucleotide. inhibition, % at 4.4 µM. hit rate 0.31% among 370,000. AID 686964; in the data active = inhibition above about 13%
Target sequence (Q9UBB5 whole entry, looked up): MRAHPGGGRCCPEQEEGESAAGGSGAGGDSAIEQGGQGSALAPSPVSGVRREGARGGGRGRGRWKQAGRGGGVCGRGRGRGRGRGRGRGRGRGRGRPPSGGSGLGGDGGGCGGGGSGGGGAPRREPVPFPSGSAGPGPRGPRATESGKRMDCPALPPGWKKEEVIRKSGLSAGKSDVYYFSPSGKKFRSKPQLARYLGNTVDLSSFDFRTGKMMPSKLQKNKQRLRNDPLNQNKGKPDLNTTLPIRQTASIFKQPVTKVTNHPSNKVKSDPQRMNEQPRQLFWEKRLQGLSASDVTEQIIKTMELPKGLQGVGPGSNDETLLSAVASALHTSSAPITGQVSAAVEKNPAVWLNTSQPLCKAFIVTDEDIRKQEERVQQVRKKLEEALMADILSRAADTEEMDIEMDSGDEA
* = called active by the depositor; i = inactive; x = no result given. Outcome played no part in choosing rows; about 7.4% have a hit in one of these screens.

SMILES	hgDAF12 agonist	Rev-erbA mod	SMARCA2 activ	ssDAF12 agonist	DAX1 inh-1	ADAM17 inh	PLC-gamma1 inh	DAX1 inh-2	hcDAF-12 act	PLCb3 inh	MBD2 inh
N#Cc1nc(-c2cccc3ccccc23)oc1NCCN1CCCCC1	5.4	3	2	-0.1	1.4	-477	i	0.0	1.4	i	4
O=C(NCc1ccccc1CN1CCCC1)c1cc2cc(Cl)ccc2o1	-1.5	3	-2	-1.1	-0.2	3	3	3.0	-1.6	-4	-4
CNC(=O)Cn1nc(C)c2ccccc2c1=O	-0.5	-7	-2	-1.9	-0.6	0	1	0.0	-0.9	-1	0
CCOC(=O)C(CC)n1cnc2c(oc3ccccc32)c1=O (centres undefined)	0.9	1	1	-1.1	-1.0	-1	1	-0.6	0.2	3	-1
Cc1ccc(-n2c(SCC(=O)N3CCOCC3)nnc2-c2ccncc2)cc1C	1.6	2	-2	-1.2	0.7	-4	-1	1.2	-2.7	-9	4
O=C(NC1CCN(C(=O)c2cccc([N+](=O)[O-])c2)CC1)c1ccccc1	-2.4	4	-2	-1.3	-0.4	-3	1	-0.1	0.3	-4	8
COc1ccc(OCc2cc(=O)c3ccc4c(c3o2)C=CC(C)(C)O4)cc1OC	-1.4	1	0	-1.4	-0.1	8	0	0.1	-1.7	-4	3
Cc1ccc(SCCNC(=O)c2cccc([N+](=O)[O-])c2C)cc1	-1.4	4	-1	-1.6	0.1	4	6	-0.2	0.7	1	2
Cn1c(COc2ccccc2O)[n+](C)c2ccccc21	-2.0	-1	1	-1.2	0.4	-2	2	0.3	3.1	-4	0
Cc1cccc(NC(=O)c2ccccc2OCC(=O)N2CCOCC2)c1C	-0.4	-6	-1	-0.7	-0.9	2	2	0.0	-0.7	-6	-1
COC(=O)[C@]12C[C@H](CC(=O)NCCCCc3ccccc3)C(=O)N(Cc3ccco3)C1=C[C@H](C(C)(C)C)O[C@@H]2C	-4.0	-5	-5	-1.7	x	9.3*	1	-1.0	-0.3	-1	1
COc1cccc(-n2c(CN3CCN(c4ccccc4)CC3)nc3ccc([N+](=O)[O-])cc3c2=O)c1	0.7	0	2	-0.7	-1.3	1	-1	-1.0	2.1	1	-7
CC(C)c1cc(N2CCN(C(=O)c3ccco3)CC2)n2c(nc3ccccc32)c1C#N	-1.9	-5	2	-1.1	-1.0	-97	-474	-2.7	-0.8	i	-4
COc1ccc(N2CCN(C(=O)CCCN3C(=O)c4cccc5cccc(c45)C3=O)CC2)cc1	-3.2	-1	-4	-1.6	0.8	-10	1	-1.2	-2.7	1	1
Cc1ccc([C@H]2C[C@H](n3cc(C4CC4)nn3)[C@@H](O)CN2CC2CCCCC2)cc1	0.8	-2	-3	-0.7	1.0	-2	2	-1.3	0.3	0	-3
O=C(Nc1ccccc1C(F)(F)F)N1CCN(c2ccc3nncn3n2)CC1	0.4	2	1	-1.8	2.1	2	4	1.2	-0.5	4	-5
Cc1ccc(C)c(NC(=O)c2cc(C)nc3ccccc23)c1	-2.8	4	0	-0.7	3.4	-4	-1	-1.2	-1.8	-4	4
Cc1ccc(C(=O)Nc2ccncc2)o1	1.1	2	-1	-1.0	-1.1	0	3	0.1	0.5	3	-1
COc1ccccc1CNC(=O)CN1C(=O)CSc2ccc(S(=O)(=O)N3CCCC3)cc21	0.6	0	0	-1.7	-1.7	3	-2	-0.9	-0.6	3	-1
COc1cccc(NC(=O)COC(=O)Cn2c(C)csc2=O)c1	0.1	-5	5	-0.8	1.0	-4	0	0.7	-0.4	-2	2

A stretch taken from the entries so far, for reference:
SMILES	hgDAF12 agonist	Rev-erbA mod	SMARCA2 activ	ssDAF12 agonist	DAX1 inh-1	ADAM17 inh	PLC-gamma1 inh	DAX1 inh-2	hcDAF-12 act	PLCb3 inh	MBD2 inh
COc1ccccc1CNC(=O)CN1C(=O)CSc2ccc(S(=O)(=O)N3CCCC3)cc21	0.6	0	0	-1.7	-1.7	3	-2	-0.9	-0.6	3	-1
COc1cccc(NC(=O)COC(=O)Cn2c(C)csc2=O)c1	0.1	-5	5	-0.8	1.0	-4	0	0.7	-0.4	-2	2

(cont.)
SMILES	hgDAF12 agonist	Rev-erbA mod	SMARCA2 activ	ssDAF12 agonist	DAX1 inh-1	ADAM17 inh	PLC-gamma1 inh	DAX1 inh-2	hcDAF-12 act	PLCb3 inh	MBD2 inh
CC(C)(C)C(=O)c1no[n+]([O-])c1/C(=N/O)C(C)(C)C	0.1	1	0	-0.5	-1.0	-1	0	0.1	-2.2	2	2
CCCC(=O)Nc1ccc(NC(=O)c2ccccc2F)cn1	2.7	-2	-2	0.8	0.7	1	-1	0.2	-1.2	-5	-2
CC(C)(C)NC(=O)CN(C(=O)CS(=O)CC(=O)Nc1ccc(F)cc1)c1ccc(F)c(Cl)c1 (centres undefined)	-2.7	4	-2	-0.8	0.2	0	2	-0.1	-1.0	3	0
Cc1ccc(C)c(NC(=O)c2nnn(Cc3ccccc3C)c2N)c1	-0.6	1	-4	-1.7	-0.1	0	0	-0.6	-1.0	-1	1
COc1ccc(CCNC(=S)N2CCN(S(=O)(=O)c3cccc(F)c3)CC2)cc1	-0.9	-2	-4	-1.0	0.9	-3	-3	-0.4	-0.3	-4	3
Cc1ccc(C(=O)c2cn[nH]c2-c2cc(Cl)ccc2O)cc1	0.8	5	-2	-1.2	0.9	-2	-6	-0.5	0.3	-9	-1
Cc1nnc(C)c2c(C)n(-c3ccc4ncccc4c3)c(C)c12	-2.0	-2	-4	-2.2	0.1	-14	-79	-1.0	-2.4	-93	-2
COc1cccc(N2CCN(CC(=O)N(C)Cc3ccc(F)cc3)CC2)c1	2.8	-5	-3	-1.8	x	1	1	-0.2	-2.0	-1	2
O=C(Nc1ccnc(-c2cccnc2)n1)c1ccc(Cl)c(Cl)c1	0.3	3	0	-0.7	0.4	-5	-2	-0.3	-1.4	-2	7
COc1ccc(OC)c(NC(=O)c2csc(Cl)c2OC)c1	1.4	-2	-2	0.0	-1.5	-2	-17	-0.6	3.1	-33	2
CCN(C(=O)COc1ccc(C(=O)c2ccccc2)cc1)c1ccccc1	-0.9	4	-4	-0.9	-0.2	0	2	-0.9	-1.4	-5	-1
C=CCN(CC=C)C(=O)CN1C(=O)NC(c2ccccc2)(c2ccccc2)C1=O	0.2	-5	0	-1.0	-1.9	-5	0	0.3	-1.5	-7	-4
CCOC(=O)C1(CCOc2ccccc2)CCN(Cc2cccc(-n3cccn3)c2)CC1	-1.8	6	-2	-1.5	0.1	2	2	-0.3	-1.8	-1	2
Cc1cc(C)n(C(=O)c2cc3c(s2)CCCC3)n1	7.3	6	0	-0.8	-1.0	-1	0	-0.2	1.0	3	0
COC(=O)Cc1cc(=O)[nH]c(/N=C(\N)Nc2ccccc2C)n1	-1.0	0	-2	-0.9	0.9	0	1	0.1	-0.7	-2	3
COC(=O)c1sccc1NC(=O)Cc1ccc(OC)c(OC)c1	-1.9	0	-3	-2.2	0.7	1	2	-0.3	-3.2	-1	-2
COc1ccc(-c2c(-c3cc(OC)cc(OC)c3)n(C)c3ccc(-c4ccc(SC)cc4)cc23)cc1	2.4	0	3	-1.1	1.1	-3	-3	-0.1	-1.1	-11	-1
Nc1cc(=O)[nH]c(SCC(=O)Nc2cccc(S(=O)(=O)N3CCCCC3)c2)n1	-0.2	2	-5	-1.5	0.8	-3	-1	0.0	-0.7	-3	-2
CC(C)Cn1c(N)c(C(=O)CSc2nnnn2C)c(=O)n(C)c1=O	1.2	-3	-1	-0.9	0.6	1	1	0.8	-0.5	0	-6
O=C(CCNS(=O)(=O)c1ccccc1)Nc1ccccc1	-1.5	0	-3	-1.6	-0.4	1	4	0.3	0.1	-9	1
CCOc1ccc(/C(O)=C2/C(=O)C(=O)N(CCOCCO)C2c2cccnc2)cc1 (centres undefined)	0.2	-5	1	-1.5	0.9	1	0	0.4	-1.6	-2	-8
Nc1c(-c2ccccc2)cnn1-c1cccc(Cl)c1	15*	0	4	-0.2	3.6	-2	1	2.5	7.1*	-5	1
CCOC(=O)C1CCN(C(=O)Nc2ccc3nc(C)c(C)nc3c2)CC1	-1.5	5	0	-1.5	-0.8	-478	i	0.0	-1.2	i	7
CC1=C(C(=O)N(C(C)C)C(C)C)CC(CC(=O)NCCc2ccccn2)C(=O)N1Cc1ccccc1 (centres undefined)	6.1	-2	-5	-0.7	-0.8	-4	-2	0.0	-0.4	-2	-3
COc1cccc(CNC(=O)Cn2ncc3c(=O)oc4ccccc4c32)c1	1.8	2	2	-1.6	0.1	-1	3	-0.5	-0.2	-9	-1
CCNc1nc(Oc2ccc(OC)cc2)cc(C(F)(F)F)n1	2.1	-3	-3	-1.4	-0.7	0	-2	0.0	-1.2	-3	2
CCn1cc(S(=O)(=O)NCCc2ccc(OC)c(OC)c2)cn1	3.4	7	-2	-0.5	-0.2	-3	0	0.8	-2.1	-7	6
Cc1ccc(S(=O)(=O)N2CCOCC2)cc1C(=O)Nc1ccccc1N1CCOCC1	-1.9	-2	-2	-1.2	0.0	-2	-1	1.3	-1.3	-3	0
COc1cccc(CNS(=O)(=O)c2ccc3c(c2)N(C(C)=O)CCS3)c1	-2.7	6	-2	-1.5	-0.9	-1	-1	-0.4	-4.0	-8	2
C=CCn1c(-c2cccs2)nc2nc3ccccc3nc21	7.8	3	2	-0.6	1.4	i	i	0.6	4.1	i	-10
O=C(Cc1c[nH]c2ccccc12)Nc1ccccc1N1CCOCC1	-1.9	-2	-1	-0.1	-0.2	-2	-2	0.0	3.1	-3	0
Cc1ccc(CS(=O)(=O)CCC(=O)NCCN2CCCCC2C)cc1 (centres undefined)	-2.8	3	1	-0.9	0.5	-2	3	-0.3	-1.6	-1	1
CN(CCC#N)C(=O)COC(=O)c1nn(-c2ccccc2)c(=O)c2ccccc12	-2.3	-2	0	-1.6	x	-4	-3	0.1	-2.0	-1	3
CC(=O)N(c1ccc(C(C)C)cc1)C1C=CS(=O)(=O)C1 (centres undefined)	0.4	-6	2	-0.7	0.3	-6	2	-0.4	-0.9	1	-1
O=C(N[C@@H]1C/C=C\C[C@@H](CC(=O)N(CCO)Cc2ccccc2)C(=O)NC[C@H](c2ccccc2)OC1=O)OCC1c2ccccc2-c2ccccc21	1.4	5	0	-1.7	-0.2	2	2	-0.3	-1.1	-1	-3
O=C(Cc1ccccc1)NNC(=O)Nc1ccccc1	1.2	-2	0	-1.6	0.1	-5	-4	0.2	1.0	-7	-3
CCOC(=O)c1sc(-c2ccccc2)cc1N	5.5	-1	9.0*	-0.4	1.6	-28	-38	1.1	2.2	-48	3
COc1cccc(NC(=O)Nc2nnc(CC(=O)Nc3ccccc3)s2)c1	-0.9	-3	0	-1.8	-0.9	2	6	-0.4	-1.2	-4	1
CC(C)=CCc1cc([C@@H]2CC(=O)c3ccc(O)c(CC=C(C)C)c3O2)ccc1O	-4.6	2	0	-2.2	-0.5	4	-14	-0.5	-3.4	-22	1
COCCN(CCOC)S(=O)(=O)c1ccc(OC)cc1	2.0	3	1	-0.5	1.4	-4	1	0.0	-0.9	1	1
O=C1OC(c2ccccc2)(c2cc(Br)c(O)c(Br)c2)c2ccccc21 (centres undefined)	1.8	-2	-3	-0.8	1.4	2	-3	0.2	-1.4	-1	-2
O=C(CS(=O)(=O)c1ccc2ccccc2c1)N1CCCCCC1	6.5	1	-3	-1.2	0.0	3	4	0.1	0.2	-1	-4
COc1cc(C)c(Cl)c(C)c1S(=O)(=O)NCc1cccnc1	0.9	6	-2	-1.6	-0.6	0	1	0.1	0.4	5	-7

From PubChem
